m5-HT2A agonist = agonists of mouse serotonin 5-HT2A receptor (HTR2A); P35363; activation, % at 7.6 µM; CHO-K1 mHTR2A beta-arrestin complementation, luminescence; percent of 30 µM serotonin response; hit rate 0.66% among 360,000;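 active means activation above a run cutoff, the mean activation of all tested compounds plus 3 SD, cut at about 14% in these data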;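 further: 0% = plate median of compound wells and 100% = 30 µM serotonin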
Cardio protect = myocardial damage modulation in H9c2 cells; H9c2 cardiomyocytes, H2O2 injury protection, ATPLite, 2 h; protection from H2O2 cell death, % at 20 µM; hit rate 0.63% among 360,000; AID 588492;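 active means compounds giving at least 50% protection of heart cells from peroxide-induced death in the single-dose screen, raw or plate-pattern-corrected value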;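 further: 0% = DMSO wells with peroxide and 100% = DMSO wells without peroxide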
ABCB6 inh 2 = blocks the human ABCB6 transporter; Q9NP58; K562-ABCB6 porphyrin accumulation, flow cytometry, 1 h; stronger effect = lower value; fluorescence ratio to DMSO, % at 10 µM; hit rate 0.19% among 360,000; AID 602162;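 active means fluorescence ratio to DMSO below 75%, the collection mean minus 3 SD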;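 further: signal is porphyrin accumulated inside mitochondria; 100% equals median channel fluorescence of DMSO control wells; lower ratio means ABCB6 inhibition with less porphyrin fluorescence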
TLR9-MyD88 block = blocks human TLR9 binding to MyD88 | CHO BLA complementation TLR9-MyD88, CCF4 FRET ratio | AID 504734 | hit rate 0.21% among 340,000 | Q9NR96+Q99836 | inhibition, % at 4.98 µM;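 active means inhibition above the mean over all tested compounds plus 3 SD, cut at about 21% in these data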;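 further: 0% = DMSO only wells and 100% = clavulanate BLA inhibitor control wells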
ABHD5 PLIN5 PPI = inhibitors of human ABHD5-perilipin-5 interaction. hit rate 0.78% among 360,000. AID 602281. Split G. princeps luciferase complementation, luminescence, 4 h. inhibition, % at 4 µM. Q00G26+Q8WTS1;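 active means inhibition above the mean inhibition across every tested compound plus 3 SD, cut at about 22% in these data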;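 further: 0% = DMSO only wells and the 100% control is not disclosed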
NOD2 RIPK2 PPI = inhibitors of human NOD2-RIPK2 interaction; O43353; CHO BLA complementation NOD2-RIPK2, CCF4 ratio; inhibition, % at 4.98 µM; hit rate 0.38% among 360,000; in the data active means inhibition above about 21%;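 further: 0% = vehicle only and 100% = reference blocker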
Target sequence (O43353 whole entry, looked up): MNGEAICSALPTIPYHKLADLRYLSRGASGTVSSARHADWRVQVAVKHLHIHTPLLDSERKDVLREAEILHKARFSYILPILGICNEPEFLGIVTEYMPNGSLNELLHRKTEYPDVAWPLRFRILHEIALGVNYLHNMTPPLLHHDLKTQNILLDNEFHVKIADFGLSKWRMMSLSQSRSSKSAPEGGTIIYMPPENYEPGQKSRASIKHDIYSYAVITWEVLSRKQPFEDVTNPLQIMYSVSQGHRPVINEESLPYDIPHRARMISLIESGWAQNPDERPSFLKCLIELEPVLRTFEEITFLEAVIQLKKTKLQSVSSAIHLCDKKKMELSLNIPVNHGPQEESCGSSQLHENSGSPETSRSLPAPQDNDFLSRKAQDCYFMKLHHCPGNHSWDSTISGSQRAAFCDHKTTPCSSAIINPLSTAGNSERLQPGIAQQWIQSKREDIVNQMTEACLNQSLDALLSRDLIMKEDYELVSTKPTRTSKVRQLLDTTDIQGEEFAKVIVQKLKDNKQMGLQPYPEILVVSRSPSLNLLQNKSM
SRC2 inh = human SRC2 (NCOA2) inhibition | Q15596 | HEK293 GAL4-SRC2 luciferase reporter, luminescence | inhibition, % at 9 µM | hit rate 0.17% among 370,000;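 active means inhibition above the mean inhibition of all tested compounds plus 3 SD, set per campaign, cut at about 52% in these data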;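 further: 0% = DMSO treated cells and 100% = cells given Gossypol at 36 µM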
Glyco luc inh = blocks N-linked glycosylation in D54 reporter cells; D54 ERlucT glycosylation luciferase reporter, 24 h; percent of 100 nM tunicamycin response; reporter increase, % at 12.5 µM; hit rate 0.23% among 360,000; AID 588692;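 active means mean luciferase reporter signal, scaled so untreated is 0 and the glycosylation-blocking control 100, at or above a set limit in every replicate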;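 further: luciferase carries N-glycosylation sites so blocking glycosylation raises the light; 0% = median of neutral control wells and 100% = median of 100 nM tunicamycin wells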
MC4R antag cAMP = antagonists of human melanocortin 4 receptor (MC4R). MC4R-expressing cells, MTII-stimulated cAMP, LANCE TR-FRET. inhibition, % at 6.5 µM. hit rate 0.48% among 360,000;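 active means inhibition above its plate's cutoff, the mean of tested wells on that plate plus 3 SD, cut at about 29% in these data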;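 further: 0% = Melanotan II alone and 100% = Melanotan II plus saturating MCL0020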
Target sequence (P32245 whole entry, looked up): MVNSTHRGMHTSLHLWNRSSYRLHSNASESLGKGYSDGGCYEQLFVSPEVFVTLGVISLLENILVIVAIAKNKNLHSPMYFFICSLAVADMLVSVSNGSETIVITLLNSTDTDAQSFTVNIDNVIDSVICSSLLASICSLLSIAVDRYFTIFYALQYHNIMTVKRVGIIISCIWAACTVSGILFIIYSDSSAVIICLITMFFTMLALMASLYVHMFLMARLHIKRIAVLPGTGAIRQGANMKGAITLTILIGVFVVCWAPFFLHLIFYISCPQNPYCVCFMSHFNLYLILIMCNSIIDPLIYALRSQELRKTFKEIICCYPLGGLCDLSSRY
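system = U2OS cells with stable human MC4R expression | also added = Melanotan II challenge after compound preincubation | dosing = one concentration, 6.5 µM nominal | incubation = compound 30 min, challenge 1 h, detection 1 h | measured by = TR-FRET with Eu-cAMP and labeled anti-cAMP, 671 nm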
MC4R ag barr = human MC4R agonism via beta-arrestin; P32245; U2OS MC4R beta-arrestin complementation, luminescence; percent of melanotan II response, DMSO zero; activation, % at 8.9 µM; hit rate 0.98% among 360,000; AID 540308;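 active means activation above a per-plate cutoff, the mean activation of sample wells on that plate plus 3 SD, cut at about 8% in these data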
Numbers without * were called inactive; / = not tested or not shown. Not all compounds are listed; rates above refer to the full screens.

SMILES	m5-HT2A agonist	Cardio protect	ABCB6 inh 2	TLR9-MyD88 block	ABHD5 PLIN5 PPI	NOD2 RIPK2 PPI	SRC2 inh	Glyco luc inh	MC4R antag cAMP	MC4R ag barr
COc1ccc(S(=O)(=O)NNC(=O)Nc2ccc(F)cc2F)c(OC)c1	-6	3	100	-2	-3	-1	-3	-1	1	-3.2
Cc1csc2nc(O)c(C(=O)NCCCN3CCCC3=O)c(=O)n12	3	0	101	7	1	1	16	3	6	-1.0
O=C(CN(c1cccc(C(F)(F)F)c1)S(=O)(=O)c1ccc(Cl)c([N+](=O)[O-])c1)NCc1ccccc1Cl	2	-14	91	4	6	18	7	5	24	2.5
CC(=O)CCc1c(C)c2cccc(C)c2[nH]c1=O	2	-4	95	1	3	9	-1	2	-5	-0.4
Nc1cc(C(=O)O)ccc1N1CCCCC1	-2	-9	104	6	-4	-5	-4	1	5	-1.5
COc1ccc(CC(=O)Nc2nnc(C(C)(C)C)s2)cc1OC	11	1	96	4	-1	-1	-4	3	11	-2.2
CC1(c2ccccc2)NC(=O)N(CC(=O)Nc2ccc(S(=O)(=O)NC3=NCCCCC3)cc2)C1=O (stereo not given)	-6	2	89	3	0	-15	8	0	-5	1.9
CN(C)c1ccc(C(CNS(=O)(=O)c2ccc(F)c(F)c2)c2c[nH]c3ccccc23)cc1 (stereo not given)	-5	-5	94	-13	-17	-11	-19	-4	12	2.0
COc1cc(NC(=O)Cn2nc(Cc3cccnc3)c3ccccc3c2=O)cc(OC)c1OC	-1	12	100	-1	2	-12	-8	2	8	-1.0
Cc1cc(-c2ccccc2)n2nc(C)c(C#N)c2n1	-10	8	95	8	-6	2	-3	4	-4	-0.5
Nc1nc(N)c2cc(Sc3ccc(Cl)cc3)ccc2n1	-2	-11	98	6	16	8	0	-8	2	-1.2
CCCOc1ccc(C(=O)Nc2ccc3c(c2)OCO3)cc1	1	-12	95	-5	-2	-6	-49	-7	-7	0.4
Cc1ccccc1C1=Nn2c(nnc2-c2ccco2)SC1	-1	0	94	1	-3	9	4	2	-7	-1.8
Cc1cccc(NC2=NC(C)(C)N=C(N)N2)c1C	1	1	90	8	1	-7	5	2	7	-0.5
O=C(O)c1ccccc1C(=O)NNc1ccc(F)cc1F	-1	2	105	7	-3	3	-26	1	-1	-1.3
O=C(Nc1nc2ccccc2c(=O)s1)c1ccc(F)cc1Cl	-4	-9	101	-2	7	-5	-8	5	-12	-1.8
CCN1CCN(CCNC(=O)Cn2c(=O)c3cccn3c3ccc(F)cc32)CC1	-5	4	90	6	-4	-5	-8	0	3	-3.1
CCn1nc(C)c(/C=C/C(=O)Nc2ccc(C)cc2C)c1C	7	-1	96	0	2	8	17	3	-2	-0.5
COc1cccc2cc(C(=O)N3CCN(C(=O)c4ccco4)CC3)c(=O)oc12	0	1	98	-6	5	-2	2	2	1	-1.1
O=C(COc1cccnc1[N+](=O)[O-])c1c[nH]c2ccccc12	-6	8	105	-4	-6	6	-19	0	4	-1.3
Cc1ccc(NC(=O)C2CCCN(S(=O)(=O)c3ccc4[nH]c(=O)ccc4c3)C2)c(C)c1 (stereo not given)	4	3	101	-2	-4	-10	17	-1	26	0.5
O=C(NCCO)c1cc2cc(Cl)cc(Cl)c2oc1=O	5	-6	104	10	-8	13	-18	0	6	-1.7
CCOC(=O)C1=C(c2ccccc2)NC(=S)NC1c1cc([N+](=O)[O-])ccc1OC (stereo not given)	-5	3	86	-4	-6	-3	6	0	-1	-1.6
CCc1nc2ccc(C(=O)NCCCn3ccnc3)cn2c1N(C)C(=O)C1CCCCC1	3	-2	97	/	-1	3	-14	-1	6	4.3
CN(Cc1ccc(-n2cccn2)cc1)Cc1cn(C)nc1-c1ccccc1F	-1	3	92	-3	2	-8	15	-2	7	-4.6

More entries follow.
SMILES	m5-HT2A agonist	Cardio protect	ABCB6 inh 2	TLR9-MyD88 block	ABHD5 PLIN5 PPI	NOD2 RIPK2 PPI	SRC2 inh	Glyco luc inh	MC4R antag cAMP	MC4R ag barr
Cc1ccc(OCc2nc3ccccc3n2C(C)C(=O)Nc2c(C)cccc2C)cc1 (stereo not given)	-1	/	/	/	1	3	-23	/	/	/
Cc1cc(NC(=O)COc2ccc3ccccc3c2)no1	0	-5	100	6	3	3	-22	1	5	-1.6
CC(=O)c1ccc(NC(=O)CSc2nnc(C3CC3)n2C)cc1	3	-2	100	-14	-6	2	-21	2	13	-0.6
O=C(c1cccc(Cl)c1)N1CCC(c2nc3ccccc3[nH]2)CC1	-4	3	100	-2	-4	-5	-10	2	15	-0.9
COc1ccc2oc(C(=O)OCC(=O)N(C)c3c(N)n(Cc4ccccc4)c(=O)[nH]c3=O)c(C)c2c1	3	9	100	2	-6	-3	-3	2	0	-2.6
COc1cc(SC)ccc1C(=O)NCc1ccccc1	-2	-3	93	-2	2	-17	-15	0	13	-0.8
Clc1nc(-c2n[nH]nc2Cl)n[nH]1	0	6	97	-1	-4	-2	-12	-3	8	-2.0
O=C1NC2(CCCCCC2)C(=O)N1Cc1ccccc1	-7	8	101	-6	-13	-3	-4	-2	14	1.3
COC(=O)CSc1nc2cc(C)ccc2cc1C#N	-3	-20	94	-11	-1	6	-41	-3	0	-0.6
COc1cc(/C=N/n2cc(-c3ccccc3)[nH]c2=S)cc(OC)c1O	-1	3	93	-8	2	2	23	1	14	-3.4
CCCNc1nc(-c2cc(-c3ccc(Cl)cc3)on2)cc(C(C)C)n1	0	-8	100	-4	-1	-7	12	4	3	0.1
COC(=O)CN1C(=O)C(O)=C(C(C)=O)C1c1ccc([N+](=O)[O-])cc1 (stereo not given)	2	2	100	-10	-4	-1	4	1	-3	-2.3
CCC1CCCCN1CCCNC(=O)COc1cc(=O)n(C)c2ccccc12 (stereo not given)	6	5	92	9	4	-6	-20	9	5	-1.2
COc1ccc(C)cc1S(=O)(=O)NC(C)C(=O)Nc1ccc2c(c1)OCO2 (stereo not given)	1	-1	105	-2	5	-10	-5	-1	3	0.1
O=C(Cn1nc(C(F)F)cc1C(F)F)N/N=C/c1ccc2c(c1)OCO2	-4	-5	107	-2	4	-2	-3	2	9	-0.1
COc1ccc(NC(=S)N(CCc2c(C)[nH]c3ccc(C)cc23)Cc2ccco2)cc1	23*	-12	100	1	-4	-3	11	-3	-1	-0.4
Cn1c(NC(=O)/C=C/c2c(F)cccc2Cl)cc(=O)n(C)c1=O	0	6	99	/	-1	4	-14	-4	9	-2.4
COCCNC(=O)C(C)OC(=O)c1cc2occc2n1C (stereo not given)	3	4	104	15	9	-12	11	0	-4	-0.1
COc1cccc(C2CC(=O)Nc3c2c(=O)[nH]c2ncnn32)c1 (stereo not given)	2	7	98	-5	2	-11	4	1	9	1.6
O=C(NC1CCCCCCC1)C1=COCCO1	5	3	/	3	2	-4	-17	2	10	0.0
O=C(Cn1c(=O)c(=O)n(Cc2ccccc2)c2ccc(Cl)cc21)Nc1ccc(F)cc1F	-3	-3	99	10	-4	-9	1	0	-1	-0.5
O=C(CN1C(=O)C2C3C=CC(C3)C2C1=O)NCCc1ccccc1 (stereo not given)	3	0	97	3	0	-4	-21	1	15	-1.4
Cc1ccc(C)c(S(=O)(=O)N2CCN(C(=O)CSC(=S)N3CCCC3)CC2)c1	7	-4	96	14	-7	-3	-6	0	-2	-1.6
CC1(c2ccc(Cl)cc2)NC(=S)N2C1NC(=S)N2c1ccccc1 (stereo not given)	-1	1	94	1	5	-10	-30	1	6	-2.0
Cc1ccc(/C=N/Nc2ccnc3cc(Cl)ccc23)c(C)c1	-2	-24	99	19	-9	21*	21	-16	8	4.3

(list continues)
SMILES	m5-HT2A agonist	Cardio protect	ABCB6 inh 2	TLR9-MyD88 block	ABHD5 PLIN5 PPI	NOD2 RIPK2 PPI	SRC2 inh	Glyco luc inh	MC4R antag cAMP	MC4R ag barr
CN(CC(=O)NNC(=O)CNC(=O)c1ccccc1Cl)S(=O)(=O)c1ccc(Cl)cc1	-2	0	97	-10	-4	-5	-20	1	3	-2.9
CC(C)C(=O)Nc1cccc2nsnc12	-5	-4	101	-5	-7	7	40	1	11	-1.7
Cc1ccc(NC(=O)CCN2C(=O)NC3(CCCC3)C2=O)cc1	5	6	94	-4	-1	2	-53	-2	7	-1.8
C=CCSc1nccc(-c2cc(Cl)sc2Cl)n1	0	-16	101	-11	-1	6	-4	-1	4	-0.3
Cc1cccc(-n2ncc3c(NCc4ccco4)ncnc32)c1	-9	0	96	1	9	2	-28	14	-5	-1.1
CCCC(=O)NC(=S)Nc1ccc(Cl)cn1	-1	-1	92	19	-6	-15	-13	-1	8	0.5
COc1cccc(C(CC(=O)NCc2ccco2)NS(=O)(=O)c2ccc(C)cc2)c1OC (stereo not given)	0	-5	99	-2	-1	2	-10	2	13	-0.7
O=c1[nH]cnc2nn(-c3ccccc3)nc12	6	2	91	-3	6	-5	-25	1	-2	-2.9
CCNC(=S)Nc1cc2oc3ccccc3c2cc1OC	-2	11	90	2	2	-1	26	0	-4	-1.9
Cc1ccc2c(=O)cc(C(F)F)oc2c1	2	-5	90	2	-2	-9	7	1	1	-1.9
C=C1C[C@@]23CCC4[C@@](C)(CCC[C@@]4(C)C(=O)O)C2CC[C@]1(O)C3 (stereo not given in full)	3	-4	89	-4	-3	5	5	-2	-1	0.2
O=C(NCCCN1CCCC1=O)c1cccc(S(=O)(=O)Nc2ccc(Br)cc2)c1	10	0	94	0	0	-3	-3	-3	7	-1.8
Cn1nc(C(=O)NC2CCCN(Cc3ccccc3F)C2)c2ccccc2c1=O (stereo not given)	5	8	96	-2	-14	-3	28	-2	-1	-1.9
O=S(=O)(c1ccc(Cl)cc1)n1cnc2ccccc21	12	12	100	-1	0	-1	0	-1	14	2.0
NC(=O)c1ccc(Nc2nc(C(N)COCc3ccccc3)cs2)cc1 (stereo not given)	11	0	91	/	9	-11	-3	1	9	0.4
CCCCN=CC1=C(O)C(C(=O)OC)C(C)(C)CC1=O (stereo not given)	2	2	99	11	5	-8	-11	0	-3	1.0
O=C(Nc1cccc(C(F)(F)F)c1)Nc1ccc2[nH]c(=O)[nH]c2c1	-5	-3	100	9	1	5	10	0	13	0.7
CCN(Cc1ccccc1)C(=O)CCc1nc(-c2ccc(C)cc2)no1	-3	-10	91	-10	3	7	-23	1	0	-1.8
COc1ccc([C@H]2CC(=O)C=C(c3cccc(F)c3OC)C2)cc1	2	-6	97	2	-2	-2	-32	0	0	-0.7
CC(C)CNC(=O)c1ccccc1Oc1ccccc1	0	-10	98	-5	0	-2	-10	-1	6	-0.8
CCOC(=S)SCC(=O)N1CCc2cc(OC)ccc2C1C1C(=O)CCCC1=O (stereo not given)	2	-4	100	1	12	0	16	7	17	0.1
CCOc1ccc(CN(C)C(=O)CCNC(=O)c2ccco2)cc1	-6	4	90	-10	5	-6	12	0	2	3.7

Bioassay records: PubChem, several laboratories
